# NPYLR7 agonist: mosquito NPYLR7 agonism; actives 0.15% (n = 270,000); activation, % at 10 µM; HEK293T NPYLR7/Galpha15, GCaMP6s calcium fluorescence; in the data active = activation above about 40%;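 also: 0% = vehicle and 100% = reference agonist at the receptor; some compounds past the cut are filed as inactive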
# hcGAS inh: human cGAS inhibition; recombinant h-cGAS, ATP depletion, Kinase-Glo luminescence; inhibition, % at 12.5 µM; actives 0.081% (n = 290,000); AID 1259398;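 also: 0% = vehicle reaction and 100% = reaction without DNA for no activity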
# Target sequence (Q8N884 whole entry, looked up): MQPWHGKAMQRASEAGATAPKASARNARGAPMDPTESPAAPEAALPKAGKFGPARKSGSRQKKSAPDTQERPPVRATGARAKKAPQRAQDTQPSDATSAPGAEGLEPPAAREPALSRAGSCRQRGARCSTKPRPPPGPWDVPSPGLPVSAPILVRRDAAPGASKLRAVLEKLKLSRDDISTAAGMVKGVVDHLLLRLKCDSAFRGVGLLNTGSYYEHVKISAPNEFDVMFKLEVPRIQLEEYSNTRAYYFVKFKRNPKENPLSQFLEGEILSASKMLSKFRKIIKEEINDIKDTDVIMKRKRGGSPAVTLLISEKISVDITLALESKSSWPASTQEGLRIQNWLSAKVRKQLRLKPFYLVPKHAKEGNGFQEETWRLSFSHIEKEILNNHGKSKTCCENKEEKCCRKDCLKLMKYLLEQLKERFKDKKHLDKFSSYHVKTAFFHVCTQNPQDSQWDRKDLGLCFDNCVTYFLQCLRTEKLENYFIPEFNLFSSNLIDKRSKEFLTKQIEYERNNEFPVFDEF
# mcGAS lum: blocks mouse cGAS activity. recombinant cGAS, Kinase-Glo ATP depletion luminescence. inhibition, % at 12.5 µM. Q8C6L5. AID 1259399. actives 0.15% (n = 160,000);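 also: 0% = negative control wells and 100% = reference inhibitor with no enzyme activity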
# * hit, by the source's call; . = no result given. Rule as the data show it, unless noted: active = inhibition above about 40%; inactive = the rest.
SMILES | NPYLR7 agonist | hcGAS inh | mcGAS lum
COCCNC(=O)c1ccc(CSc2nnc(-c3cccnc3)n2-c2ccccc2F)cc1 | 20 | -8 | -5
O=C(c1ccc(Cl)cc1)N1CCN(C(C(=O)N2CCOCC2)C2CCCC2)CC1 (centres undefined) | 0 | 2 | .
Cc1cc(N)nc(SCC(=O)Nc2ccc(C(C)(C)C)cc2)n1 | -2 | 4 | .
Cc1cc(C)c(CN2CCCC(Cn3ccnc3C)C2)c(-n2cccn2)c1 (centres undefined) | -7 | -10 | .
C#CCn1c(=NC(=O)c2cc(C)no2)sc2cc(OC)c(OC)cc21 | 7 | -8 | -11
COc1ccc(NC(=O)N2CCSC2c2cc(OC)ccc2OC)c(OC)c1 (centres undefined) | 14 | -13 | -4
CC(=O)N(C)c1nc(CSc2nnc(C(F)(F)F)n2C)cs1 | -2 | -3 | .
CC(Sc1nnnn1CCc1cccs1)C(=O)N1CCNC1=O (centres undefined) | 2 | -7 | .
CCCCn1nnnc1NCc1cccnc1 | 14 | -9 | .
CCc1ccc(C(=O)Nc2c(-c3ccc(C(F)(F)F)cc3)nc3ccccn23)cc1 | -6 | -6 | -6
Cc1cnc(C(=O)N2CCCC3(CC2)CNC(=O)O3)cn1 (centres undefined) | 5 | -7 | .
CCOC(=O)c1c(CSc2nc(C)cc(C)n2)nc2c3ccccc3ccn12 | 2 | -7 | .
NS(=O)(=O)c1ccc(-c2cccc3cccnc23)s1 | -6 | 0 | -10
CC(=O)c1ccc(NC(=O)CSc2nc3ccccc3[nH]2)cc1 | -1 | -2 | -6
COc1ccccc1NC(=O)Nc1sc(C)c(C)c1C#N | 14 | -16 | .
Cn1cc(C(=O)N2CCC3(CCC(=O)N(CCCO)C3)CC2)cn1 | . | 5 | -1
O=C(Nc1ccc(-c2nc3cc(Cl)ccc3o2)cc1)c1cccc(Br)c1 | -5 | 2 | -5
CC(=O)C(C(C)=O)=c1cc(Nc2cccc(C)c2)c2c(O)c3ccccc3c3onc1c23 | -13 | -10 | .
O=CN1CCn2c3c(c4cc(C5CCCCC5)ccc42)CCCC31 (centres undefined) | 9 | -6 | .
C=c1cc(C)n(CC(=O)Nc2ccccc2)c(=O)c1=C1N=C(c2ccccc2)NO1 | -5 | -4 | -11
CCCc1nc(C)sc1C(=O)Nc1cccc2cccnc12 | -11 | 1 | 1
COc1ccc2nc(N(CCn3cccn3)C(=O)c3cccc(C)c3)sc2c1 | -20 | 0 | -7
Cc1cc(C)n2cc(CSc3nnc4ccccn34)nc2n1 | 9 | -5 | .
FC(F)(F)c1ccc(Cn2ccnc2CNCC2CCCO2)cc1 (centres undefined) | -4 | -6 | -5
O=C(C1=NN(c2ccccc2)C2C(=O)N(c3ccccc3)C(=O)C12)c1ccccc1 (centres undefined) | 65* | -5 | -4
COCc1cc(N2CCN(Cc3ccc4c(c3)OCO4)CC2)nc(SCc2ccc(C(=O)NCC3CCCO3)o2)n1 (centres undefined) | -2 | -3 | -2
COc1nccnc1-c1ccc(C(C)N2CCCCC2)cc1 (centres undefined) | 12 | -3 | .
CC(CCn1cccn1)n1ccnc1-c1cc2ccccc2o1 (centres undefined) | 10 | -10 | .
COc1ccc(Cn2ccnc2CN(CCN(C)C)C(=O)CC(C)C)cc1 | 18 | -5 | -5
CC(=O)OCC(=O)[C@@]1(O)CCC2C3CCC4=CC(=O)C=C[C@]4(C)[C@@]3(Cl)[C@@H](Cl)C[C@@]21C (some centres undefined) | -3 | 0 | .

# (further entries)
SMILES | NPYLR7 agonist | hcGAS inh | mcGAS lum
C1=CCC(c2cn(Cc3cnc4ccccc4c3)nn2)CC1 (centres undefined) | -2 | -5 | .
O=S(=O)(c1ccc(F)cc1F)N1CCN(Cc2cccc3cccnc23)CC1 | 0 | 7 | .
COc1ccc(OC)c(-c2cccc(-c3cccc(NC(=O)C4CCCCC4)c3)n2)c1 | -5 | -6 | -7
CN1CCN2CCN(C3CCN(Cc4ccccc4)CC3)CC2C1=O (centres undefined) | -2 | -4 | -8
O=C(c1cccc(-c2cn[nH]c2)c1)N1CCOC(CCCc2ccccc2)C1 (centres undefined) | . | -4 | -15
Cc1ccc2oc(-c3ccccc3OCC(=O)NC(C)C)nc2c1 | . | -3 | -9
Cc1ccc(C2=NN(C(=O)CN3c4cccc5cccc(c45)S3(=O)=O)C(c3ccco3)C2)cc1 (centres undefined) | 8 | -4 | .
CN(C)CC(C)(O)CNC(=O)c1cc(C#N)cn1C (centres undefined) | -3 | -3 | .
CCCCN(CCC(=O)N1CCN(c2ccccc2OCC)CC1)c1nc(Cc2ccc(C)cc2)ns1 | 6 | 1 | -3
CC(C)(C)OC(=O)N1CCCC(C(=O)O)C1 (centres undefined) | 1 | 5 | -1
Cc1ccc(CNCc2scnc2C)c(OCC2CCOC2)c1 (centres undefined) | 1 | -8 | .
CCN1C(=O)NC(c2ccc(SC)cc2)C(C(=O)OCCOC)=C1C (centres undefined) | -3 | 4 | .
CCOC(=O)Cn1c(CN2CC(C)OC(C)C2)nc2c1c(=O)n(C)c(=O)n2C (centres undefined) | -11 | 5 | .
CCCCOCCCNC(=O)c1cnc2c(-c3cccs3)cnn2c1C | 9 | -4 | -5
O=C(c1ccccc1)N1CCN(C(=O)c2cccc3ccccc23)CC1 | 0 | -3 | -6
CCNC(=S)N1CCC(C(NC(=O)c2ccc(C)cc2)C(=O)NCCOC)CC1 (centres undefined) | 5 | -1 | -4
CCC(=O)Nc1ccc(S(=O)(=O)N(CCOC)C2CCSC2)cc1 (centres undefined) | 9 | -6 | .
CC(C)(C)c1ccc(C(=O)NCCNc2nc(-c3ccc(Cl)cc3)nc3ccccc23)cc1 | 2 | -4 | -3
CCC(C)N(Cc1ccc(OS(=O)(=O)c2cccc(C(F)(F)F)c2)cc1)C(=O)c1ccccc1OC (centres undefined) | 23 | -1 | -4
Cc1ccc2nc(NC(=O)CSc3ccc4nnc(-c5ccccn5)n4n3)sc2c1 | 0 | -9 | -7
COC(=O)c1sc(S(=O)(=O)Nc2ccc(F)cc2)c(C(=O)OC)c1C | 3 | -10 | .
CN(Cc1ccc(Cl)cc1)Cc1cc2c(cc1O)CCC2 | 0 | -7 | -7
COCC(=O)N(Cc1ccco1)Cc1c(-c2ccccc2)noc1N1CCCC1 | 5 | -9 | -6
CCCn1c(=O)c2c(nc3n(-c4ccc(C(F)(F)F)cc4)c(C)cn23)n(C)c1=O | 2 | -5 | -10
O=C1CCCCN1c1cccc(NS(=O)(=O)c2ccccc2[N+](=O)[O-])c1 | 11 | -5 | .
CCC1CCCCN1c1ccnc(N2CCC(C(=O)N3CCN(C(C)C)CC3)CC2)n1 (centres undefined) | . | -5 | -4
CCCCCn1cc(C2CCN(C(=O)c3ccc([N+](=O)[O-])o3)CC2)c2ccccc21 | 10 | -15 | -10
C=CCN(C)S(=O)(=O)c1ccc(Br)cc1 | -2 | -3 | .
FC(F)(F)c1cccc(Nc2ncnc3sc4c(c23)CCCC4)c1 | -6 | -4 | -3
COc1cc(NC(=O)NC[C@H]2O[C@@H](CO)[C@@H](O)[C@@H]2N(C)Cc2ccccc2)cc(OC)c1 | -7 | -4 | -5

# Continued.
SMILES | NPYLR7 agonist | hcGAS inh | mcGAS lum
Cc1ncc2c(c1CNC(=O)CCOc1ccccc1)CCN(CC1CC=CCC1)C2 (centres undefined) | 3 | -9 | .
COc1ccc(C(NC(=O)C2CCN(CCCN3C(=O)C4CCCCC4C3=O)CC2)c2cccs2)cc1 (centres undefined) | 5 | -4 | -3
CCC1(O)CCOC2(CCN(C(=O)C3(C)CC3)CC2)C1 (centres undefined) | . | -11 | -6
CCOc1ccccc1CN(C(=O)c1cn(CC)c2nc(C)ccc2c1=O)C1CC1 | 1 | -2 | -8
C#CCOc1ccc(F)cc1NC(=O)NCC(O)c1ccsc1 (centres undefined) | 2 | -4 | -14
CCOc1ccc(CN2CCCn3cccc3C2c2ccc(Cl)c(Cl)c2)cc1 (centres undefined) | 12 | -6 | -5
Cn1cccc1-c1cc(C(=O)N2CCN(c3ccc([N+](=O)[O-])cc3)CC2)n(-c2ccc(Cl)c(Cl)c2)n1 | 0 | 1 | -3
O=C(OCc1nc(C(=O)NCc2ccc3c(c2)OCO3)cs1)c1ccccc1 | 1 | -2 | -3
CC(C)(C)c1ccc2oc(=O)n(C3CCN(C(=O)c4cccc(F)c4)CC3)c2c1 | 3 | -12 | -8
Cc1cc(C)n(-c2ccc(CN3CCC4(CC3)OCCO4)cc2)n1 | 0 | -4 | .
Cc1nn(-c2ccccc2)c2c1C1(C(=O)Nc3ccccc31)C(C#N)C(=N)O2 (centres undefined) | -7 | -7 | -1
Cc1cccc(Nc2ncccc2C(=O)NCCCn2c(=O)[nH]c3ccccc32)c1C | 1 | -6 | -3
CC(=O)O[C@]1(C)CC[C@@]23CC1C(C)(C)[C@@H]2CC[C@H]3C | -8 | -2 | .
OCCN1CCN(Cn2nc(C3COc4ccccc4O3)n(-c3ccccc3)c2=S)CC1 (centres undefined) | -5 | -5 | 4
COc1ccccc1CN(CCN1CCOCC1)Cc1nc(C(=O)Nc2ccc(F)cc2)co1 | 21 | -2 | -4
CSc1cccc(NC(=O)NCCNc2cc(-n3ccnc3C)nc(C)n2)c1 | -15 | -5 | -12
Cc1csc(NC(=O)N2CCCC2CN(C)C)n1 (centres undefined) | 0 | -17 | -17
CC(=O)O[C@@H]1CC2C(C)(C)[C@@H](O)CC[C@]2(C)C2CC[C@@]3(C)[C@H](c4ccoc4)OC(=O)[C@H]4O[C@]43[C@@]21C (some centres undefined) | 25 | -1 | -4
CN(C(=O)CSc1nnnn1C)C1(C#N)CCCCC1 | -6 | -3 | .
Cc1ccc(-c2cc(C(=O)NC(C)(C)C)c3ccccc3n2)c(C)c1 | 0 | -6 | -7
O=C(c1ccc(-c2noc(C3CC3)n2)cc1)N1CCCC2(CCNC2)C1 (centres undefined) | -1 | 0 | .
COCCCNC(=O)c1ccc2c(c1)ncn2-c1ccccc1 | 2 | -3 | .
CC(CCS(C)(=O)=O)NC(=O)NCC(C)c1ccsc1 (centres undefined) | 4 | -3 | .
CNC(=O)CN1CCN(C(c2ccccc2)c2ccccc2)CC1 | -15 | -9 | .
CCC1CN(C2CCN(c3cnn(C)c3)C2=O)CCO1 (centres undefined) | 4 | -8 | .
CN(CCN1CCCC1=O)C(=O)c1ccc2[nH]c3c(c2c1)CCCC3 | 5 | -2 | .
COC(=O)c1cc(Cl)c2c(c1)CC(CNC(=O)c1ccc(F)cc1F)O2 (centres undefined) | 18 | -3 | -5
CN1C[C@@H](O)[C@]2(CCN(C(=O)c3ccccc3)C2)S1(=O)=O | 9 | -9 | -6
C#CCOCC(O)CN(Cc1ccco1)Cc1cccc(OC)c1OC (centres undefined) | 3 | -4 | -4
O=c1c2cnc3ncnn3c2ccn1CCc1cccs1 | 3 | -6 | .

# Given with two lines to a compound: entries from further up
# Second line of a record – NPYLR7 agonist, hcGAS inh, mcGAS lum
Cc1cccc(Nc2ncccc2C(=O)NCCCn2c(=O)[nH]c3ccccc32)c1C
  1, -6, -3
CSc1cccc(NC(=O)NCCNc2cc(-n3ccnc3C)nc(C)n2)c1
  -15, -5, -12
CC(=O)O[C@]1(C)CC[C@@]23CC1C(C)(C)[C@@H]2CC[C@H]3C
  -8, -2, .
OCCN1CCN(Cn2nc(C3COc4ccccc4O3)n(-c3ccccc3)c2=S)CC1 (centres undefined)
  -5, -5, 4

# Back to the main list, starting six compounds before the break.
SMILES | NPYLR7 agonist | hcGAS inh | mcGAS lum
CCC1CN(C2CCN(c3cnn(C)c3)C2=O)CCO1 (centres undefined) | 4 | -8 | .
CN(CCN1CCCC1=O)C(=O)c1ccc2[nH]c3c(c2c1)CCCC3 | 5 | -2 | .
COC(=O)c1cc(Cl)c2c(c1)CC(CNC(=O)c1ccc(F)cc1F)O2 (centres undefined) | 18 | -3 | -5
CN1C[C@@H](O)[C@]2(CCN(C(=O)c3ccccc3)C2)S1(=O)=O | 9 | -9 | -6
C#CCOCC(O)CN(Cc1ccco1)Cc1cccc(OC)c1OC (centres undefined) | 3 | -4 | -4
O=c1c2cnc3ncnn3c2ccn1CCc1cccs1 | 3 | -6 | .
CCc1nn2c(=O)cc(CNc3ccc(C)c(Cl)c3)nc2s1 | 5 | -8 | .
CC1(C)CC(=O)C(N=Nc2cccc(OC(F)F)c2)=C(O)C1 | -2 | -11 | -6
N=C1C(c2nc3ccccc3s2)C(=O)CN1c1cccc2ccccc12 (centres undefined) | 2 | -2 | .
CCOC(=O)Cn1c(=NC(=O)c2ccn(C)n2)sc2cccc(F)c21 | 3 | 9 | -2
CCc1cccc2c(C(CC(=O)N3CCN(c4ccccc4OC)CC3)c3cccc(F)c3)c[nH]c12 (centres undefined) | 11 | -5 | -4
O=C(Nc1cc(C(F)(F)F)cc(C(F)(F)F)c1)N1CCC2(CC1)SCCN2C(=O)c1ccc(Br)cc1 | . | -3 | -4
N#Cc1cnn(C(=O)c2ccc(OCC(F)(F)F)cc2)c1N | 0 | -10 | .
CC1(C)OC(=O)N2CCn3c(cc4ccccc43)C21C (centres undefined) | 1 | 1 | .
CN(C)CCN(C(=O)c1ccc(Cl)s1)c1nc2c(F)cc(F)cc2s1 | -3 | -8 | -8
COCCn1c(C)cc(C(=O)CSc2nnc(C3CC3)n2C2CC2)c1C | -3 | -2 | .
C=CCOC(C)C(=O)NCCC(=O)Nc1ccc(Br)cc1 (centres undefined) | 1 | -10 | .
COc1ccccc1CNC(=O)Cn1c2ccccc2c(=O)c2ccccc21 | -4 | -4 | .
COc1ccc(-c2noc(CSc3nc(C)c(CCO)c(=O)[nH]3)n2)cc1 | -2 | -3 | -8
CN(CCNC(=O)c1ccn(-c2ccccc2Cl)n1)C1CC1 | 5 | -8 | .
CN(Cc1cnccn1)C(=O)C1CC1c1cc(Cl)cc(Cl)c1 (centres undefined) | 5 | -15 | .
CN(CC(=O)Nc1ccccc1Cl)C(=O)C1CCN(c2ncc(C(F)(F)F)cc2Cl)CC1 | -1 | -2 | .
CCOc1nc(-c2ccc(C)cc2)n(-c2ccc(NCC(O)COc3ccccc3C)cc2)n1 (centres undefined) | -1 | 0 | -3
COC(=O)c1cc(C=CC(=O)O)oc1C | 0 | -4 | -6

# Compounds were not picked by outcome; any-hit rate near 0.27%.
